# RBBP9 inh: blocks human serine hydrolase RBBP9; O75884; recombinant RBBP9, FP-Rh probe fluorescence polarization; inhibition, % at 7.94 µM; 220,000 compounds, 0.2% hits;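 active = inhibition above the campaign mean of all tested compounds plus 3 SD, cut at about 14% in these data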;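 note: plate controls were DMSO wells with RBBP9 for no effect and wells lacking RBBP9 protein for full effect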
# Target sequence (O75884 whole entry, looked up): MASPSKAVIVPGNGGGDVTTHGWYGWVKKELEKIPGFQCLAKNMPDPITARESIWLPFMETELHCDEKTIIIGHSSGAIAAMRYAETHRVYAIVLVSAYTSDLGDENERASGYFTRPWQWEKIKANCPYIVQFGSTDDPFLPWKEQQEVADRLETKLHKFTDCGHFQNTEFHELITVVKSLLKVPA
#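 Assay system: recombinant human RBBP9; Reagent: Serine-hydrolase probe FP-Rh, 375 nM pre-mixing; Doses: 7.94 µM single dose, 0.794% DMSO; Incubation: 30 min then 45 min, 25 °C; Detection: fluorescence polarization (mP), excitation 525 nm, emission 598 nm; Evaluation: percent inhibition from mP, scaled between DMSO and no-protein wells.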
# p47phox inh: p47phox (human) inhibition. P14598. p47phox/p22phox peptide binding, fluorescence polarization, 2 h. inhibition, % at 24.7 µM. 220,000 compounds, 0.53% hits;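 active = inhibition above about 30%, limit read from the data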;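 note: 0% = p47phox with labelled peptide and 100% = labelled peptide alone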
# Target sequence (P14598 whole entry, looked up): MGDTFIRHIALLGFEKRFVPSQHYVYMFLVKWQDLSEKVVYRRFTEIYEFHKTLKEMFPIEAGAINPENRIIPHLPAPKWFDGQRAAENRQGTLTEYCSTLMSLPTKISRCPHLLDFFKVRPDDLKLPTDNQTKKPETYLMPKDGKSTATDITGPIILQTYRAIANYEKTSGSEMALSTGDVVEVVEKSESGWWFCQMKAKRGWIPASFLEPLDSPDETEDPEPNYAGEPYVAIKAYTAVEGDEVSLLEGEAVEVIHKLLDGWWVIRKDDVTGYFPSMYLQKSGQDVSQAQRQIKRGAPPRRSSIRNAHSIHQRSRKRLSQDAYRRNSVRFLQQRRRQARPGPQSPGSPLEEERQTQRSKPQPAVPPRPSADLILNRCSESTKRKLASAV
# m-calpain inh: inhibitors of pig calpain II; purified calpain II, fluorogenic peptide substrate, 30 min; inhibition, % at 16 µM; 220,000 compounds, 0.37% hits; AID 1236;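 active = inhibition above about 50%, limit read from the data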
# Runt-CBFb FRET: blocks binding of human RUNX1 Runt domain to CBFb; Q01196+Q13951; Cerulean-Runt/Venus-CBFb FRET ratio 530/480, 1 h; inhibition, % at 20 µM; 220,000 compounds, 0.46% hits; AID 1496;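 active = inhibition over about 50% at 20 µM in the single-dose screen, limit read from the data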;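 note: 0% = DMSO wells and 100% = excess unlabeled CBFb competitor control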
#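 Schedule: protein complex preformed 1 h, compound exposure 1 h, room temperature, dark; test system: Cerulean-labeled Runt domain protein; amount: 100 nM per protein; buffer or medium: Tris 50 mM pH 7.5, KCl, K2SO4, 0.01% BSA; read-out: loss of energy transfer signal; detection: FRET fluorescence; controls: 5 µM unlabeled CBFb as full-inhibition high control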
# EBV gp42 block: EBV gp42 inhibition. Q1HVG2. Fluorescence polarization binding assay, mP read-out. inhibition, % (tested at 21.74 µM). 220,000 compounds, 0.42% hits. AID 1085; in the data active = inhibition above about 50%
# Target sequence (Q1HVG2 whole entry, looked up): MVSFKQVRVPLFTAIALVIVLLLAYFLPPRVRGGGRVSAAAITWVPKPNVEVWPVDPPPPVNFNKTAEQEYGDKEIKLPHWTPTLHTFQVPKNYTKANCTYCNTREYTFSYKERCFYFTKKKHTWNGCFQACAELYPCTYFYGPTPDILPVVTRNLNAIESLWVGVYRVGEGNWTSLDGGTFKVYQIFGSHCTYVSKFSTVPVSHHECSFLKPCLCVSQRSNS
# Runt-SMMHC FRET: inhibitors of human RUNX1 Runt domain binding to CBFb-SMMHC | inhibition, % at 20 µM | AID 1434 | 220,000 compounds, 0.74% hits | Cerulean-Runt/Venus-CBFb-SMMHC FRET ratio 530/480, 1 h | Q01196+Q13951;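 active = mean inhibition across duplicate retests at 20 µM reaching about 50%, limit read from the data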;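 note: 0% = DMSO wells and 100% = wells with excess untagged CBFb-SMMHC; inhibitors lower the FRET ratio by blocking Runt binding to CBFb-SMMHC; some results filed as inactive read as strong as hits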
# Tb hexokinase: T. brucei hexokinase 1 inhibition | recombinant TbHK1, G6PDH-coupled NADH A340 | inhibition, % at 10 µM | 220,000 compounds, 0.11% hits | AID 1430;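 active = inhibition of 50% or more in the single-dose primary screen; inactive = inhibition below 50%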
# Furin inhibitor: inhibitors of human furin. 220,000 compounds, 0.061% hits. inhibition, % at 30 µM. purified furin, fluorogenic substrate cleavage. P09958; in the data active = inhibition above about 25%; note: inactives centre near -15
# p97 inhibitor: blocks human p97 ATPase activity | recombinant p97 ATPase, Kinase-Glo ATP luminescence, 3 h | inhibition, % at 8 µM | 220,000 compounds, 0.42% hits | AID 1481; in the data active = inhibition above about 15%;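 note: 0% = DMSO vehicle and 100% = wells lacking enzyme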
# Numbers without * were called inactive; i = inactive; nt = no result given; & = joins results of further samples; [ ] = remark or other dose.
SMILES,RBBP9 inh,p47phox inh,m-calpain inh,Runt-CBFb FRET,EBV gp42 block,Runt-SMMHC FRET,Tb hexokinase,Furin inhibitor,p97 inhibitor
Cc1cccn2c(=O)c3cc(C#N)c(=O)n(CCCN4CCOCC4)c3nc12,-11,-14,i,93*,12,62*,-8,-27[20 µM],1
Cc1c(C#N)c(=O)c(-[n+]2ccccc2)c([S-])n1-c1ccc(Cl)cc1,-12,-9,11,7,-10,1,-14,-5,0
COc1ccc2c(c1OC)C(=O)OC2CC(=O)c1ccc2c(c1)OCO2 (stereo not drawn),-9,-2,-2,-1,2,5,-31,-6[20 µM],-1
Fc1ccc2c(c1)C(c1ccncc1)=NNC(c1ccc(Cl)cc1)=N2,-7,9,7,1,11,4,2,-20[20 µM],-1
COc1ccc(C2/C=C\CN(S(=O)(=O)c3ccc(C)cc3)CC(=O)N2Cc2ccc(F)cc2)cc1 (stereo not drawn),nt,-7,-1,0,-19,2,-2,-29,nt
Cc1cc(C(=O)OCC(=O)NCCc2ccccc2)c(C)o1,-7,-4,-16,1,-14,1,0,-13,-8
COC(=O)c1c(C)[nH]c(C(=O)CN2CCOCC2)c1C,-12,2,-8,1,-17,-1,-1,-14,1
O=C(Cn1cnc([N+](=O)[O-])n1)NCCc1ccccc1,-6,-2,-22,0,-2,-2,-4,-22,6
COc1cccc(CNC(=O)C2CCN(S(=O)(=O)c3ccccc3)CC2)c1,-4,-11,35,-1,-10,-1,2,-27,1
NNC(=O)c1csc(-c2ccc(C(F)(F)F)cc2Cl)n1,-6,23,-8,-3,-11,0,-3,-19,7
C=CCNC(=O)C1CCN(c2nc(C)cc(-c3ccccc3)n2)CC1,-5,-6,-119,-2,-9,4,-10,-11[20 µM],2
Cc1cc(NS(=O)(=O)c2ccc(NC(=O)c3cc4ccccc4o3)cc2)nc(C)n1,3,-9,8,1,-11,-1,-13,-12[20 µM],2
O=C(c1cc2cc(Br)ccc2oc1=O)N1CCN(c2ccccn2)CC1,-5,-2,1,1,-3,0,-12,9[20 µM],2
O=C1CCCN1CCCNC(=S)Nc1ccc(F)cc1,-2,5,-4,7,-27,-2,0,-18,5
CCC1CCCCN1Cc1nc2c(c(=O)n(C)c(=O)n2C)n1CCC(C)C (stereo not drawn),-8,nt,nt,-6,nt,-3,-3,-26,-1
COc1ccccc1NC(=O)CSc1ccc(-c2cccs2)nn1,-6,-16,-10,-1,-3,1,-3,-18,5
CCN(C(=O)COC(=O)c1c2c(nc3ccccc13)/C(=C/c1ccccc1)CC(C)C2)C1CCS(=O)(=O)C1 (stereo not drawn),-8,-32,-99,-15,-17,-7,-20,-21,4
COC(=O)C1CCN(CC(=O)Nc2sc3c(c2C#N)CCC3)CC1,-1,-8,-51,-1,-5,-5,-6,-6[20 µM],2
Clc1ccc(/C=C/c2nc3ccccc3[nH]2)cc1,-13,-2,-93,-1,-9,-4,-30,-6[20 µM],-34
Cc1ccc(C2OCC3(CO)COC(c4ccc(C)cc4)N23)cc1 (stereo not drawn),-4,-11,13,25,-23,-5,-4,-16[20 µM],-1
COc1ccccc1NC(=O)c1ccc(NC(=O)CSc2n[nH]c(N)n2)cc1,-11,-4,-13,0,1,-2,27,0,-1
CCCNC(=O)CSc1nc2[nH]ncc2c(=O)[nH]1,-6,3,8,-1,3,-7,1,-16,2
O=C(c1ccc(F)cc1)C1CCN(Cc2cn[nH]c2-c2ccc(F)cc2)CC1,0,-8,-8,0,-7,1,-4,-9,7
COc1ccc(NC(=S)NC(=O)/C=C/c2cccs2)cc1,-8,2,9,-1,6,1,-9,-19,3
CSc1nccc(Nc2ccccc2)c1C#N,-6,-2,-7,-2,-11,0,-8,-17,4

# Just Runt-SMMHC FRET and p97 inhibitor (2 entries from above):
mol	Runt-SMMHC FRET	p97 inhibitor
COC(=O)c1c(C)[nH]c(C(=O)CN2CCOCC2)c1C	-1	1
O=C(Cn1cnc([N+](=O)[O-])n1)NCCc1ccccc1	-2	6

# Other records
SMILES,RBBP9 inh,p47phox inh,m-calpain inh,Runt-CBFb FRET,EBV gp42 block,Runt-SMMHC FRET,Tb hexokinase,Furin inhibitor,p97 inhibitor
COc1ccccc1N1CC(C(=O)Nc2nnc(SCc3ccccn3)s2)CC1=O (stereo not drawn),-8,-2,-29,0,-11,-5,0,-23,6
CCOc1cccc(C2C(C#N)=C(N)Oc3cc(C)n(Cc4ccccn4)c(=O)c32)c1OCC (stereo not drawn),-8,-23,-6,-3,-8,-8,-4,-23,-1
CCSc1nnc(-c2ccccc2NC(=O)CC)c(=O)[nH]1,6,-14,-6,1,-11,4,-11,-10[20 µM],1
O=C(c1c[nH]c(C(=O)C(Cl)(Cl)Cl)c1)c1ccc(F)cc1Cl,-8,-5,-17,0,5,-1,-2,-12,-1
N#Cc1c(N2CCCCC2)nc(N)c2c(N)nc3c(c12)CC(CCl)O3 (stereo not drawn),-3,-19,-285,-2,-9,-10,2,-34,5
Cc1ccc(S(=O)(=O)NCc2nnc(SCC(=O)Nc3cccc(C)c3C)n2C)cc1,2,-4,3,1,-4,2,-1,-17[20 µM],0
c1ccc(CSCc2cn3ccsc3n2)cc1,-12,-14,7,6,-8,3,6,-20[20 µM],-1
COc1cc2c(cc1OC)C(c1ccc(-c3ccc(Cl)cc3Cl)o1)=NCC2,-3,-9,-26,12,1,-13,-37,-5[20 µM],-5
Cc1ccc(C(=O)NCCSCc2ccccc2)cc1[N+](=O)[O-],-1,-5,15,-3,-14,4,2,-15,1
CCC(=O)N/N=C(\C)CC(=O)Nc1ccccc1-c1ccccc1,-12,-5,-8,-1,3,-5,-2,-25,7
COc1ccc(S(=O)(=O)NNC(=O)c2cccs2)cc1,3,-7,-4,0,-13,-2,-3,-23,12
CC(=O)C(Sc1nc(N2CCOCC2)nc(N2CCOCC2)n1)C(=O)Nc1ccccc1 (stereo not drawn),-8,-16,30,4,-10,1,5,-24[20 µM],2
CC(=O)Nc1ccc(Oc2cncc(Cl)c2)nc1,-11,-3,7,1,-14,0,-2,-19,-1
COCc1nnc(NC(=O)c2ccc3c(c2)OCO3)s1,-2,-6,16,1,-17,-6,-12,-16,6
COc1cccc(CN2CCN(Cc3cccc4c3OCO4)CC2CCO)c1 (stereo not drawn),-1,2,-25,-1,10,0,7,-27,0
CC(C)(C)NC(=O)N1CCn2cccc2C1c1ccccc1F (stereo not drawn),-3,-9,-11,8,-26,5,-2,-25,1
CCN(CC)C(=O)CSc1nnnn1-c1ccc(F)c(Cl)c1,-5,-7,15,-2,6,1,-2,-19,5
COCCn1c(=S)[nH]c2cc(C(=O)N3CCN(c4ccccc4OC)CC3)ccc2c1=O,1,1,-3,-3,-5,2,-12,-8,1
Cc1ccc(Nc2c(-c3ccc(N4CCOCC4)cc3)nc3cnccn23)cc1,-6,-9,-37,-3,-8,1,-39,-7,2
CN(C)S(=O)(=O)N1CCN(c2ccc([N+](=O)[O-])c(N3CCOCC3)c2)CC1,5,-6,35,-1,0,-5,-6,-12,-3
COc1cc(C2=NOC(C(=O)NCc3ccccn3)C2)cc(OC)c1OC (stereo not drawn),-5,-7,1,2,-6,3,-7,-14[20 µM],-2
O=C(NC(=S)Nc1ccc2c(c1)OCO2)c1ccc(Cl)cc1,6,7,-9,5,-1,3,4,-13,1
Cc1nc(N)[nH]c(=O)c1CC(=O)OCCCl,-5,-5,13,4,1,17,8,-31,-6
OC(COc1ccc(-c2ccccc2)cc1)CN1CCOCC1 (stereo not drawn),-4,-6,16,2,-15,4,1,-25,4
O=C(Nc1cccc2nsnc12)c1cccs1,3&3,-4&-17,-302&-30,1&-3,1&-15,1&-13,-23&-14,-16&-8,1&1

# Fetched by compound from the entries so far (three):
SMILES,RBBP9 inh,p47phox inh,m-calpain inh,Runt-CBFb FRET,EBV gp42 block,Runt-SMMHC FRET,Tb hexokinase,Furin inhibitor,p97 inhibitor
COc1ccc(S(=O)(=O)NNC(=O)c2cccs2)cc1,3,-7,-4,0,-13,-2,-3,-23,12
CCSc1nnc(-c2ccccc2NC(=O)CC)c(=O)[nH]1,6,-14,-6,1,-11,4,-11,-10[20 µM],1
COc1ccccc1N1CC(C(=O)Nc2nnc(SCc3ccccn3)s2)CC1=O (stereo not drawn),-8,-2,-29,0,-11,-5,0,-23,6

# (listing goes on)
SMILES,RBBP9 inh,p47phox inh,m-calpain inh,Runt-CBFb FRET,EBV gp42 block,Runt-SMMHC FRET,Tb hexokinase,Furin inhibitor,p97 inhibitor
O=C(O)c1ccc(-c2ccc(/C=N/Nc3ccc([N+](=O)[O-])cc3)o2)cc1,2,-40,2,-140,-38,-177,-19,0,-1
COc1ccc(-n2ccnc2SCC(=O)NCc2ccccc2)c(OC)c1,3,-2,7,-3,3,0,0,-15,-5
CC(C)COc1ccc(C(=O)NC(=S)Nc2ccc(CN3CCOCC3)cc2)cc1,-8,-1,14,3,-6,-2,-8,-19,-2
Oc1oc(-c2ccco2)nc1C=Nc1ccccc1,-3,-4,15,5,-9,6,-11,-5,7
Cc1cc(C)nc(N2CCN(c3nnnn3-c3ccccc3)CC2)n1,-3,-10,-70,0,-10,4,3,-26,6
CN(CC(=O)Nc1ccc(N2CCOCC2)cc1)CC(=O)Nc1ccc(C(F)(F)F)cc1,4,-6,-35,-5,-17,2,0,-35,0
CCCCC(=O)Nc1c(O)c2ccccc2[nH]c1=O,-3,9,-16,18,-4,12,-2,-20,5
COc1ccc(O[C@H]2C=C[C@@H](c3ccccc3)O[C@@H]2COC(=O)CCC(C)=NO[C@@H]2O[C@H](COC(C)=O)[C@@H](OC(C)=O)[C@H](OC(C)=O)[C@H]2OC(C)=O)cc1,-9,-1,-54,-4,5,-6,-7,-8,-2
Cc1cccc(NC(=S)c2nc3ccccc3s2)c1,-6,-5,5,-2,-16,-1,-13,-9[20 µM],3
Cc1ccc(S(=O)(=O)N[C@H](C(=O)N2CCC(C(=O)NCC(=O)O)CC2)C(C)C)cc1,-2,11,6,1,13,2,-4,-18,6
CCOC(=O)c1ccc(Nc2cc(C)nc3ncnn23)cc1,4,-3,17,0,3,-7,-14,-13,4
Cc1cc(C(=O)N=Nc2c(O)n(C(C)C)c3ccccc23)n[nH]1,-1,2,19,-1,20,-2,-32,-3,-4
Nc1cccc2c1C(=O)N(Cc1cccc(Cl)c1)C2=O,-10,3,i,3,46,93*,-3,-10,-2
CNC(=O)COC(=O)/C=C/c1c(C)nn(-c2ccccc2)c1C,-1,-3,7,3,-26,0,0,-14,2
O=c1c([N+](=O)[O-])c[nH]c2ccccc12,-10,1,17,1,-8,-2,-10,-14,-1
CC(=O)OC[C@H]1COc2ccc3ccccc3c2[C@H]1N(C)C(C)=O,-2,-4,-12,0,-6,-1,-10,-13,4
CCc1cc(C)cc(OCCNC(=O)c2cncc(Br)c2)c1,0,-13,26,-2,-1,-1,-2,-4[20 µM],-4
CN(O)/C=C1\C(=O)Nc2ccccc21,-2,-2,41,2,-4,5,-15,-15[20 µM],3
CCN(CC)C(=S)SCC(=O)c1ccc(F)cc1,-8,-9,-15,nt,0,2,2,-14,3
COc1ccc(O)c(/C=N/NC(=O)c2ccc(OCc3cccc(Br)c3)cc2)c1,-2,-5,-19,-1,-41,-3,-8,-11[20 µM],6
CCOC(=O)/C(=N\Nc1cccc(C(F)(F)F)c1)N(CCOC)CCOC,-5,0,-2,-4,-14,-1,-18,0[20 µM],3
Cc1cccc(NC(=S)NNC(=O)c2ccc(O)cc2O)c1C,-5,-7,-24,2,-10,4,0,-27,4
CC(=O)CCc1ccc(OCCCCN2CCC(Cc3ccccc3)CC2)cc1,-7,4,16,1,8,-6,8,-22,-4

# Source: PubChem BioAssay (several laboratories)
